Screening results deposited in PubChem by National Center for Advancing Translational Sciences (NCATS).
TCR activator: Activators of T cell receptors: qHTS campaign; primary human leukocytes, anti-CD3, IL-2 HTRF, 48 h; Potency, µM (series often up to 9.22 µM), inactives show at the top dose activation of IL-2 secretion, most hits filed as activators; 330,000 tested, under 10 active; further: % of control where 0% means no effect
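Using a-CD3 beads without co-stimulation, primary human leukocytes were exposed to compounds for 48 hr. An HTRF IL-2 kit measured the cytokine, with europium-to-d2 energy transfer producing emission at 665nm upon 320nm excitation.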
MLL CXXC-DNA inh: qHTS Fluorescence Polarization Assay for Inhibitors of MLL CXXC domain - DNA interaction. Histone-lysine N-methyltransferase 2A (Homo sapiens), Q03164. MLL-CXXC / FITC-HOXA9 DNA fluorescence polarization. Potency, µM (top dose mostly 115 µM), without a hit: at the top dose activity change, negative = inhibition, most hits filed as inhibitors. actives 0.037% (n = 290,000); active means well fitted inhibition curve with a large enough effect in the polarisation, with a control signal flat, not every such curve was filed as active; inconclusive means small, poorly fitted or top-dose-only effect, or effect the other way, or a change in a side signal; inactive means no such curve, though single readings can be large or run the other way; the % refers to the polarisation; further: potency means the concentration at half of the fitted maximal effect
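Fluorescence polarization: 7 uM MLL-CXXC (stock) preincubated 5 min with compounds, then 50 nM fluorescein-HOX-A9 DNA (stock) added; 30 min ambient. Buffer 50 mM Tris-HCl pH 7.5, 50 mM NaCl, 1 mM DTT, 0.05% BSA.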
S-ASM inh: Inhibitors of Secretory Acid Sphingomyelinase (S-ASM): qHTS. placental ASM, HMU-PC fluorogenic substrate, 60 min. Potency, µM (series often up to 57.5 µM), without a hit: at the highest dose activity change, negative = inhibition, most hits filed as inhibitors. actives 0.006% (n = 340,000); further: potency means the concentration at half of the fitted maximal effect
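Fluorescence read-out (Ex 386 nm, Em 447 nm) after stopping the reaction at pH 10. Enzyme: ASM from human placenta; substrate HMU-PC0, 9 uM final; 60 min, 37 °C. Compound preincubation 10 min, ambient temperature.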
Menin-MLL TR inh: qHTS Assay for Inhibitors Targeting the Menin-MLL Interaction in MLL Related Leukemias: Competition With Texas Red Labeled MLL-derived Mutant Peptide. O00255. Menin + Texas Red MLL mutant peptide, fluorescence polarization. Potency, µM (doses to about 61.6 µM), for the others: top-dose FP activity change, negative = inhibition, actives largely listed as inhibitors. actives 0.23% (n = 270,000). AID 1768, 2009; active means well fitted inhibition curve with a large enough effect in the polarisation, with a control signal flat, not every such curve was filed as active; inconclusive means small, poorly fitted or top-dose-only effect, or effect the other way, or a change in a side signal; inactive means no such curve, though single readings can be large or run the other way; the % refers to the polarisation; further: potency means the concentration at half of the fitted maximal effect; % of control where 0% means no effect; many of its hits are not listed in these tables
Target sequence (O00255 whole entry, looked up): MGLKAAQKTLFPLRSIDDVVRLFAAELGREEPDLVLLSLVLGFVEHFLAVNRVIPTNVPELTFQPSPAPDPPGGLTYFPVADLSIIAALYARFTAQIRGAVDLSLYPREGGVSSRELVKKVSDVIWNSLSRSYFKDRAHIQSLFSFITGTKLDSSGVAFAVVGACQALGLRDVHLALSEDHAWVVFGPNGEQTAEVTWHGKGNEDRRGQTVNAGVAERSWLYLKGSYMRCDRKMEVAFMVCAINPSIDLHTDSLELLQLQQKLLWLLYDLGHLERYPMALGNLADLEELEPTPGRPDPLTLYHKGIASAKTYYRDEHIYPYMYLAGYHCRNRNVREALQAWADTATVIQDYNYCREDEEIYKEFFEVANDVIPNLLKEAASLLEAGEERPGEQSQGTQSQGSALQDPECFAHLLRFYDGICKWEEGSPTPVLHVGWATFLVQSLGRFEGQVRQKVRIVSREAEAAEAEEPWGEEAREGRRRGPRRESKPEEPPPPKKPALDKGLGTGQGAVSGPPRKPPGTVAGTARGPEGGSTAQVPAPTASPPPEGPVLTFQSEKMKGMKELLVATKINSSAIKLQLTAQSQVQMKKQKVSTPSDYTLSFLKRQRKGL
TSG101-PTAP inh: qHTS Assay for Iinhibitors of HIV-1 Budding by Blocking the Interaction of PTAP/TSG101; Tumor susceptibility gene 101 protein (Homo sapiens), Q99816; AID 493005, 2010; Potency, µM (doses to about 115 µM), without a hit: at the highest dose activity change, negative = inhibition, hits mostly inhibitors; 340,000 tested, under 10 active; Fluorescence polarization, FITC-PTAP peptide / Tsg101 binding; active means well fitted inhibition curve with a large enough effect in the main read-out, with a control signal flat, not every such curve was filed as active; inconclusive means small, poorly fitted or top-dose-only effect, or effect the other way, or a change in a side signal; inactive means no such curve, though single readings can be large or run the other way; further: potency means the concentration at half of the fitted maximal effect; % of control where 0% means no effect
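Steps: Tsg101 binding domain dispensed (10 uM final), compounds pinned in DMSO, FITC-labeled PTAP-motif peptide added (50 nM final); after 20 min binding at room temperature, polarization measured.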
a7 integrin act: qHTS for Activators of Integrin-Mediated Alleviation for Muscular Dystrophy; alpha7betagal myoblasts, beta-gal FDG fluorescence, 48 h; Potency, µM (doses to about 38.3 µM), for inactives: top-dose activation, usual class: activators; AID 624291, 2012; actives 0.064% (n = 350,000);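 further: potency means the concentration at half of the fitted maximal effect; 100% = response of the positive control SU9516; nearly all actives have a fitted effect of over 60% in size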
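alpha7betagal+/- myoblasts (passage 13, 250/well) treated 48 h at 37C with compounds at 1:260 dilution of DMSO stock. Lysed, then beta-galactosidase activity read as FDG fluorescence (ex 480/em 540) after 30 min, with pre-read for autofluorescence.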
Mito fusion act: qHTS Assay for Small Molecule Inhibitors of Mitochondrial Division or Activators of Mitochondrial Fusion | S. cerevisiae fusion-defective mutant growth rescue, CellTiterGlo 48 h | Potency, µM (titrated, usually from 46.1 µM), for the others: top-dose growth rescue (activation), most hits filed as activators | actives 0.23% (n = 320,000) | AID 485298, 2010;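 further: potency means the concentration at half of the fitted maximal effect; % of control where 0% means no effect; nearly all actives have a fitted effect of over 45% in size; temperature-sensitive fusion mutants such as fzo1-1 at 37 °C on non-fermentable ethanol glycerol medium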
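S. cerevisiae fusion-defective temperature-sensitive mutants (e.g. fzo1-1, mgm1-5) grown 48 h at 37C in YPEG (ethanol/glycerol non-fermentable) medium with 23 nl compound per well; growth rescue read as CellTiterGlo luminescence.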
AT treatment: qHTS Assay for Identifying a Potential Treatment of Ataxia-Telangiectasia; actives 0.19% (n = 320,000); […] A-T fibroblasts, KAP-1 phosphorylation AlphaLISA; neocarzinostatin DNA damage 30 min before lysis; Potency, µM (titrated, usually from 57.5 µM), for inactives: at the top dose activation, usual class: activators; further: potency means the concentration at half of the fitted maximal effect; % of control where 0% means no effect; nearly all actives have a fitted effect of over 45% in size
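ATM-like activity read as KAP-1 phosphorylation via AlphaLISA donor/acceptor antibody pairs after lysis and 6 hr at 25C. Cells were ATM-null patient fibroblasts ([…], hTERT), dosed 60 min, then exposed to the DSB inducer NCS for 30 min.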
TSHR antag: Antagonists of the Thyroid Stimulating Hormone Receptor: HTS campaign; activity change, negative = inhibition, % at 11.5 µM; AID 504810, 2011; TSHR-expressing cells, TSH-stimulated cAMP HTRF, 2 h; active compounds read low; actives 0.2% (n = 330,000);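 active means activity change below a set negative limit, meaning inhibition stronger than a set level, cut at about -70% in these data; inconclusive means activity change between two set negative limits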; further: on the % scale 0 is the no-effect control and ±100 the full control effect
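Read-out is FRET at 665 nm (cryptate excitation 337 nm) from a cryptate-tagged anti-cAMP antibody, competed by cell cAMP against cAMP-d2. Compounds are tested on freshly harvested TSHR cells challenged with 4nM TSH (EC80) for 2 hours at 37 deg C.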
MBNL1 CUG block: qHTS Assay for Inhibitors of MBNL1-poly(CUG) RNA binding. Muscleblind-like protein 1 (Homo sapiens), Q9NR56. actives 0.036% (n = 280,000). Potency, µM (titrated, usually from 57.5 µM), without a hit: at the top dose activity change, negative = inhibition, usual class: inhibitors. TR-FRET MBNL1-His/biotin-(CUG)12 binding, 665/545 ratio; active means well fitted inhibition curve with a large enough effect in the signal ratio, with a control signal flat, not every such curve was filed as active; inconclusive means small, poorly fitted or top-dose-only effect, or effect the other way, or a change in a side signal; inactive means no such curve, though single readings can be large or run the other way; the % refers to the signal ratio; further: potency means the concentration at half of the fitted maximal effect; on the % scale 0 is the no-effect control and ±100 the full control effect
Target sequence (Q9NR56 whole entry, looked up): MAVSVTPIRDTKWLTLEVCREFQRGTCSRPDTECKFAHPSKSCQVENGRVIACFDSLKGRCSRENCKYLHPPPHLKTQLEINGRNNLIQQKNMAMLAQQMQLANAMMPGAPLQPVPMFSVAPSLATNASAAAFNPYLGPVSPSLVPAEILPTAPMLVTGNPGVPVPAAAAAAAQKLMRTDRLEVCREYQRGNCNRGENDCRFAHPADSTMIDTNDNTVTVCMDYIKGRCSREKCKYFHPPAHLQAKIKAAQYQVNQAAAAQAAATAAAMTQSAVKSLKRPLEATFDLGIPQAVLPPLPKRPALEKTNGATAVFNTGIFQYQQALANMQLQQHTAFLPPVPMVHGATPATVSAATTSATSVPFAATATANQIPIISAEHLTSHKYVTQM
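Compounds (final 92 nM to 58 uM) are added to His-tagged MBNL1 and biotin-(CUG)12, then terbium anti-His antibody and streptavidin-XL665 (5 nM final). After 60 min at room temperature, the 665/545 nm ratio is read.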
The depositor's hits bear a star; ? = inconclusive; nt = no result given; & = joins results of further samples; [ ] = dose if it differs, or a comment. Unless noted, the call rests on the fitted dose curve; in most records, active means well fitted curve in the direction sought with a large enough effect; inconclusive means small, poorly fitted or top-dose-only effect, or another doubt; inactive means no such curve, though single readings can be large; an effect the other way counts as inactive or inconclusive.

SMILES	TCR activator	MLL CXXC-DNA inh	S-ASM inh	Menin-MLL TR inh	TSG101-PTAP inh	a7 integrin act	Mito fusion act	AT treatment	TSHR antag	MBNL1 CUG block
CCc1cc(=O)oc2c(C)c(OC(C)C(=O)NCCCN3CCOCC3)ccc12 (configuration not stated)	9%	14%	34%	11%	0%	-28%	-2%	-3%	-2	2%
Cc1cccc(NC(=O)CSc2ncnc3nc[nH]c23)c1	-3%	5%	0%	13%	-3%	3%	-2%	4%	-4	-9%
Cc1ccc(C)c(NC(=O)CN(C)C(=O)c2ccc(S(=O)(=O)N(C)c3ccccc3)cc2)c1	7%	nt	0%	nt	5%	-19%	-3%	0%	2	nt
CCOc1c(C)cc(-c2ncccc2O)cc1C	3%&-1%	-1%&9%	12%&13%	-6%&-4%	-1%&-5%	20%&2%	6%&4%	3%	13&12	17%&6%
CN(C)C(CNC(=S)Nc1ccc(F)cc1)c1cccnc1 (configuration not stated)	-87%	-4%	5%	-2%	-10%	18%	-7%	-1%	2	-1%
CC1C/C(=N/N=C2/NC(=O)CS2)CC(C)(C)C1 (configuration not stated)	-4%	-2%	1%	1%	-3%	10%	1%	4%	5	-3%
CCOc1ccc(NC(=O)c2ccc(NC(=O)c3ccccc3Br)cc2)cc1	-1%	nt	2%	nt	-4%	2%	-4%	0%	-6	nt
Cc1csc(SCC(=O)Nc2ccc(S(=O)(=O)N3CCCC3)cc2)n1	5%	-9%	-2%	13%	0%	-1%	2%	21%	3	-16%
CCOC(=O)Cc1csc(NC(=O)c2ccc(S(=O)(=O)N3CCCCC3)cc2)n1	2%	-15%	-1%	9%	-6%	-12%	6%	-1%	-32	1%
CCC(C(=O)NC1CCCCC1)N(CC1CCCO1)C(=O)CNS(=O)(=O)c1ccc(OC)cc1 (configuration not stated)	-14%	0%	3%	1%	-4%	20%	2%	2%	5	5%
O=C(CSc1ccc2nnc(CCNC(=O)c3ccccc3)n2n1)Nc1ccccc1	0%	-2%	0%	-2%	-4%	19%	2%	0%	-7	0%
Cc1cc(NC(=O)COC(=O)C2CC(=O)N(c3ccc(Cl)cc3)C2)no1 (configuration not stated)	1%	-9%	-5%	?	0%	-15%	1%	-1%	-1	-4%
COc1ccc(-c2nnc(N(C)C(=O)C3CCCO3)s2)cc1 (configuration not stated)	1%[46.1 µM]	-4%	-1%	5%	-1%	-11%	3%	0%	7	7%
CCn1cc(CN2CCCC(C(=O)Nc3cccc(-n4cccn4)c3)C2)c(C)n1 (configuration not stated)	-2%	0%	-5%	-2%	-4%	26%	-1%	5%	-6	0%
COc1cc(/C=C/C(=O)OCC(=O)c2c(N)n(C)c(=O)n(C)c2=O)ccc1OC(F)F	2%	-7%	-15%	?	4%	-1%	-4%	8%	8	12%
CN1CCN(S(=O)(=O)c2ccc(Cl)cc2)CC1	3%&-4%	1%	2%&0%	3%	-4%&1%	26%&-4%	4%	?	34	-10%
Cc1oc(C(C)(C)C)cc1C(=O)Nc1cccc(/C=C/C(=O)O)c1	5%	-3%	-1%	32%[activator]	-3%	-23%	-2%	-4%	-16	-2%
N#CCC(=O)Nc1ccc(C(=O)OCC(=O)NC(=O)Nc2ccc3c(c2)OCCO3)cc1	1%	nt	-1%	nt	0%	0%	nt	8%	nt	nt
O=C(C[n+]1ccccc1)N1CCCc2ccccc21	5%	1%	3%	1%	1%	-11%	1%	0%	-1	-13%
COc1ccc(C(=O)N2CCN(c3nc4cc(C)ccc4cc3C#N)CC2)c(OC)c1	1%	-2%	70%	-10%	-3%	-49%[inhibitor]	15%	8%	4	23%
C[C@@H](O)C1NC(=O)[C@H](CCCCN)NC(=O)c2cc([N+](=O)[O-])cc(I)c2NCCC[C@@H](C(N)=O)NC1=O (some centres not stated)	-1%	20%	-6%	11%	nt	1%	-7%	-22%	9	?
COc1ccc(C(=O)N2CCCC(CNC(=O)c3ccccc3Cl)C2)o1 (configuration not stated)	1%	-2%	?	nt	-6%	?	-1%	3%	-4	0%
CC1(C(=O)NC2CCCCC2)CCC(=O)N1Cc1cccnc1 (configuration not stated)	0%	0%	-2%	3%	-5%	29%	-4%	3%	9	?
CC1CCN(S(=O)(=O)c2ccc(NC(=O)Cn3nnc(-c4ccccc4F)n3)cc2)CC1	-3%	2%	-1%	?	-1%	-5%	9%	31%	-13	5%
Cc1ccc(NC(=S)NC2CCCCC2)cc1S(=O)(=O)N(C)C	1%	-13%	-1%	12%	-2%	-37%	-25%	2%	9	-6%
CN(CCCC(=O)NC1CC(C)(C)NC(C)(C)C1)S(=O)(=O)c1ccc([N+](=O)[O-])cc1	-1%	9%	4%	-3%	-1%	5%	-7%	1%	22	?
CCC(O)(Cc1ccccn1)Cc1ccccn1	-3%	nt	9%	nt	0%	0%	nt	nt	nt	nt
O=C(Cn1cc2c(n1)CCCC2)NCCCN1CCN(Cc2ccccc2)CC1	2%	0%	8%	-5%	-7%	0%	-5%	4%	1	5%
COc1ccc(OC)c(S(=O)(=O)N(C)CC(=O)N2CCc3ccccc3C2)c1	6%	1%	1%	-15%	-9%	-27%	3%	nt	nt	9%
c1ccc(-c2n[nH]c3c2CCC3)cc1	3%	15%	-1%	-14%	2%	-19%	-9%	1%	19	3%
CCOc1ccc(NC(=O)C2CCCCN2S(=O)(=O)c2ccccc2)cc1 (configuration not stated)	1%	21%	-1%	4%	-6%	-16%	2%	-1%	-6	-9%
CCN(CC)CC(=O)Nc1nc(-c2ccc(Cl)cc2)cs1	-1%	-3%	-1%	7%	-1%	-3%	-1%	nt	-10	-6%
Cc1[nH][nH]c(=O)c1C(c1c(C)[nH][nH]c1=O)c1cn(Cc2ccc(Cl)c(Cl)c2)c2ccccc12	-2%	9%	-16%	-13%	-10%	-19%	-6%	-8%	-6	nt
CCN(CC(=O)Nc1ccc2c(c1)OCCO2)C(=O)c1cccc(OCC(C)C)c1	3%	49%[activator]	-1%	nt	-1%	8%	-3%	30%	12	-6%
COc1ccccc1-n1c(SCC(=O)N2CCOCC2)nc(O)cc1=O	-5%	?	nt	3%	-4%	8%	2%	-7%	6	-5%
COc1ccc2nc(Cl)c(C3CC(c4ccco4)=NN3C(=O)CCC(=O)O)cc2c1 (configuration not stated)	-7%[46.1 µM]	15%	-3%	-1%	-1%	-1%	-2%	4%	-4	-17%
Cn1c(N2CCC(C(N)=O)CC2)nc2c1c(=O)n(Cc1ccc(Cl)cc1)c(=O)n2C	0%	-4%	4%	4%	-1%	10%	1%	3%	-4	-3%
COc1cccc(CNC(=O)C(=O)N2CCC3(CC2)OCCN3S(=O)(=O)c2ccc(C)cc2)c1	3%	nt	-1%	nt	-1%	4%	0%	0%	4	nt
COC(=O)c1[nH]c2c(c1C)C(=O)CC(c1cccs1)C2 (configuration not stated)	12%	7%	-5%	7%	-2%	?	-5%	-4%	-11	-2%
COc1cccc2c1-c1c(O)cccc1C2=O	2%	-21%	-9%	10%	-3%	6%	-1%	1%	0	?
Cc1ccc(CN2CCSCC2)c(C)c1	5%[46.1 µM]	-4%	3%	-26%	-1%	15%	?	-1%	-4	-15%[11.5 µM]
O=C(NCc1nc2ccccc2[nH]1)c1cccc(S(=O)(=O)N2CCOCC2)c1	5%	25%	11%	2%	-9%	5%	0%	-2%	-5	-7%
N#Cc1ccccc1OCC(=O)NCC(c1ccc(F)cc1)N1CCOCC1 (configuration not stated)	nt	nt	2%	nt	-4%	9%	2%	2%	21	nt

These rows are one share of the data; the hit share may differ from the screen's.
